Screens from PubChem BioAssay.
Menin-MLL TR inh: displaces Texas Red mutant MLL peptide from human menin; O00255; Potency, µM (top dose mostly 61.6 µM), inactives show top-dose FP activity change, negative = inhibition, most hits filed as inhibitors; 270,000 tested, 0.23% active; Menin + Texas Red MLL mutant peptide, fluorescence polarization; active means well fitted inhibition curve with a large enough effect in the polarisation, with a control signal flat, not every such curve was filed as active; inconclusive means small, poorly fitted or top-dose-only effect, or effect the other way, or a change in a side signal; inactive means no such curve, though single readings can be large or run the other way; the % refers to the polarisation; further: potency means the concentration at half of the fitted maximal effect; % of control where 0% means no effect; many of its hits are not listed in these tables
Mito fusion yeast: blocks mitochondrial division or promotes mitochondrial fusion. 320,000 tested, 0.23% active. S. cerevisiae fusion-defective mutant growth rescue, CellTiterGlo 48 h. Potency, µM (titrated, usually from 46.1 µM), inactives show at the highest dose growth rescue (activation), most hits filed as activators;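 further: potency means the concentration at half of the fitted maximal effect; % of control where 0% means no effect; nearly all actives have a fitted effect of over 45% in size; temperature-sensitive fusion mutants such as fzo1-1 at 37 °C on non-fermentable ethanol glycerol medium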
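Compounds are tested for their ability to restore growth of mitochondrial fusion-defective yeast strains at non-permissive 37C in YPEG medium over 48 hours. Viability is quantified by luciferase luminescence.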
PKM2 act: increases activity of human pyruvate kinase M2; P14618; purified PKM2, Kinase-Glo ATP luminescence, activation; response scale: 0% is enzyme alone, no compound; Potency, µM (doses to about 57.5 µM), without a hit: at the top dose activation, most hits filed as activators; 260,000 tested, 0.34% active; further: potency means the concentration at half of the fitted maximal effect; on the % scale 0 is the no-effect control and ±100 the full control effect; nearly all actives have a fitted effect of over 55% in size
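hPK-M2, >95% pure; 0.1 mM ADP / 0.5 mM PEP final; imidazole pH7.2 buffer w/ 7 mM MgCl2, 50 mM KCl; 1 h RT; Kinase-Glo lum. Intermediate enzyme activity for dual inhibitor/activator qHTS.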
BCR signal inh: inhibitors of chronic active B-cell receptor signaling; ABC-DLBCL IkBa-CBG/CBR reporter, luminescence ratio, 4 h; Potency, µM (top dose mostly 46.1 µM), without a hit: at the top dose ratio change, negative = lower green/red ratio, usual class: inhibitors; 340,000 tested, 0.05% active; active means well fitted inhibition curve with a large enough effect in the signal ratio, with a control signal flat, not every such curve was filed as active; inconclusive means small, poorly fitted or top-dose-only effect, or effect the other way, or a change in a side signal; the % refers to the signal ratio;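 further: potency means the concentration at half of the fitted maximal effect; plate controls were basal doxycycline-induced cells for no effect and cells given 10 µM MG132 for full effect; MG132 reads +100%, hits lower the ratio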
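Concentration-response series (up to 46 uM) were applied to TMD8 dual-reporter cells for 4 h at 37C with doxycycline. Green/red ratio, after filter-overlap correction, defined %Activity; red signal alone was normalised to basal cells and zero luminescence.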
ASM inhibitor: human S-ASM enzyme inhibition. P17405. placental ASM, HMU-PC fluorogenic substrate, 60 min. Potency, µM (series often up to 57.5 µM), for the others: top-dose activity change, negative = inhibition, actives largely listed as inhibitors. 340,000 tested, 0.006% active. AID 504937; further: potency means the concentration at half of the fitted maximal effect
Target sequence (P17405 47-631 limits assumed): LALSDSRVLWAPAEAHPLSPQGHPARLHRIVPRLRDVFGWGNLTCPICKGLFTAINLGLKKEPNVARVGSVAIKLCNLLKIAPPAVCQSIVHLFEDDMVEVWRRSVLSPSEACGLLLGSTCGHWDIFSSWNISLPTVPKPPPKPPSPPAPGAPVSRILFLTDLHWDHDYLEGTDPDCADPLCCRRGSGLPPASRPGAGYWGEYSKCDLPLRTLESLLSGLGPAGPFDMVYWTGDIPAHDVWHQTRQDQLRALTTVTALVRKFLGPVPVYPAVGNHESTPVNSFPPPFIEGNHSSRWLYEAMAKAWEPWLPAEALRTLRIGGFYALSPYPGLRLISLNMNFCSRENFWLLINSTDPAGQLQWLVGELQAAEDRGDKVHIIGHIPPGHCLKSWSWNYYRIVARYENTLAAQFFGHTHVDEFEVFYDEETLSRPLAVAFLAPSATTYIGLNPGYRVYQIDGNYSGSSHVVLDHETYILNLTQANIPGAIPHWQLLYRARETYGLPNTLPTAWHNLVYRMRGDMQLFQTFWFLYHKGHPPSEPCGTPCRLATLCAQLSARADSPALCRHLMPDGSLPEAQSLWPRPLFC
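Steps: dispense placental human ASM, pin compound, wait 10 min at room temperature, add HMU-PC0 substrate at 9 uM final, incubate 60 min at 37 °C, add stop solution raising pH to 10, read fluorescence.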
MBNL1-CUG inh: MBNL1-poly(CUG) RNA binding inhibition; Potency, µM (highest dose often 57.5 µM), without a hit: top-dose activity change, negative = inhibition, most hits filed as inhibitors; 280,000 tested, 0.036% active; TR-FRET MBNL1-His/biotin-(CUG)12 binding, 665/545 ratio; AID 2675; active means well fitted inhibition curve with a large enough effect in the signal ratio, with a control signal flat, not every such curve was filed as active; inconclusive means small, poorly fitted or top-dose-only effect, or effect the other way, or a change in a side signal; inactive means no such curve, though single readings can be large or run the other way; the % refers to the signal ratio; further: potency means the concentration at half of the fitted maximal effect; on the % scale 0 is the no-effect control and ±100 the full control effect
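Compounds (final 92 nM to 58 uM) are added to His-tagged MBNL1 and biotin-(CUG)12, then terbium anti-His antibody and streptavidin-XL665 (5 nM final). After 60 min at room temperature, the 665/545 nm ratio is read.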
USP2a block: USP2a (human) protease inhibition. O75604. USP2 core, Ub-CHOP2 coupled fluorogenic reporter, 485/531. 330,000 tested, 0.01% active. AID 463254. Potency, µM (series often up to 38.3 µM), without a hit: top-dose activity change, negative = inhibition, usual class: inhibitors;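 further: potency means the concentration at half of the fitted maximal effect; plate controls were DMSO wells for no effect and full inhibition by NEM control for full effect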
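Cell-free coupled assay: 10nM USP2 core preincubated 30min RT with compound in Tris-HCl pH 8.0/CaCl2/CHAPS buffer, then 25nM Ub-CHOP2 and 25nM reporter substrate; fluorescence (Ex 485/Em 531) read after 60min RT, normalized to NEM inhibition, concentration-response curves fitted.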
hERG WT inh: blocks the wildtype human KCNH2 potassium channel | Q12809 | U2OS, BacMam KCNH2, thallium flux FluxOr; hits give low values | activity change, % at 1.84 µM | 340,000 tested, 0.37% active;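 active means maximum activity change below -70%; inconclusive means maximum activity change between -70% and -50%; inactive means maximum activity change above -50%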; further: on the % scale 0 is the no-effect control and ±100 the full control effect
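U2OS cells transduced with wild-type KCNH2 virus are loaded with FluxOr dye for 45 min, and thallium flux is measured in kinetic reads before and after stimulation buffer. Rate constants are normalized to DMSO controls.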
Eya2 phos inh: Eya2 (human) phosphatase inhibition | O00167 | recombinant Eya2, OMFP fluorescence dephosphorylation (OMFP is methylfluorescein phosphate) | Potency, µM (highest dose often 76.9 µM), for inactives: at the top dose activity, negative = inhibition, usual class: inhibitors | 330,000 tested, 0.006% active | AID 488837; further: potency means the concentration at half of the fitted maximal effect; on the % scale 0 is the no-effect control and ±100 the full control effect
Target sequence (O00167 whole entry, looked up): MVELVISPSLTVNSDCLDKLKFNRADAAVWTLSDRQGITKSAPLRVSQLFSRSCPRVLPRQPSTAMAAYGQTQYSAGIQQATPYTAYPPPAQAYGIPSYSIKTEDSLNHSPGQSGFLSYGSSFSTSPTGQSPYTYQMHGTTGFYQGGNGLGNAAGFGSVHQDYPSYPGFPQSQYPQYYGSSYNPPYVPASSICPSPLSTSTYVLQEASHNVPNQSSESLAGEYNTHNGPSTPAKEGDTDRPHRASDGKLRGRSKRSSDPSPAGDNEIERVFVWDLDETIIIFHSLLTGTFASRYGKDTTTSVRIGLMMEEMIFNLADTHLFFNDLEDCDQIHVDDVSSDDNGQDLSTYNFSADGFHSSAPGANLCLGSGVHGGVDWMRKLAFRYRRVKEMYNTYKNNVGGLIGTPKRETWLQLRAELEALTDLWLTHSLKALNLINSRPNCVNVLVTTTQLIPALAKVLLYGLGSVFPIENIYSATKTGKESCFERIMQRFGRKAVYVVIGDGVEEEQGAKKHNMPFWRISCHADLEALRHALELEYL
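Eya2 protein (added as 0.2 uM solution) was preincubated with compound for 10 min at ambient temperature in 50 mM HEPES pH 7.5, 50 mM NaCl, 5 uM MgCl2, 0.05% BSA, 1 mM DTT. OMFP (added at 50 uM) then reacted 10 min; fluorescence read at 485/525 nm.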
GALK inhibitor: galactokinase (human) inhibition | P51570 | Purified GALK, Kinase-Glo residual ATP luminescence | Potency, µM (series often up to 57.5 µM), without a hit: top-dose activity change, negative = inhibition, hits mostly inhibitors | 270,000 tested, 0.007% active | AID 1868; further: potency means the concentration at half of the fitted maximal effect; on the % scale 0 is the no-effect control and ±100 the full control effect
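The enzyme phosphorylates galactose (100 uM) using ATP (35 uM); inhibition is detected as higher residual ATP, quantified by bioluminescence after 1 h reaction at room temperature, pH 8.0.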
TSHR antagonist: blocks TSH signaling through the human TSH receptor; P16473; TSHR-expressing cells, TSH-stimulated cAMP HTRF, 2 h; hits give low values; activity change, negative = inhibition, % at 11.5 µM; 330,000 tested, 0.2% active; AID 504810;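 active means activity change below a set negative limit, meaning inhibition stronger than a set level, cut at about -70% in these data; inconclusive means activity change between two set negative limits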; further: on the % scale 0 is the no-effect control and ±100 the full control effect
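Freshly harvested TSHR cells receive pin-tooled compound, then EC80 TSH at 4nM final. After 2 hours at 37 deg C, antibody in lysis buffer and cAMP-d2 are added; 30 minutes at ambient temperature precede the HTRF read.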
An asterisk follows results filed as active; u = inconclusive; x = not tested or not shown; & = joins results of further samples; [ ] = dose if it differs, or a comment. Unless noted, the call rests on the fitted dose curve; in most records, active means well fitted curve in the direction sought with a large enough effect; inconclusive means small, poorly fitted or top-dose-only effect, or another doubt; inactive means no such curve, though single readings can be large; an effect the other way counts as inactive or inconclusive.

compound	Menin-MLL TR inh	Mito fusion yeast	PKM2 act	BCR signal inh	ASM inhibitor	MBNL1-CUG inh	USP2a block	hERG WT inh	Eya2 phos inh	GALK inhibitor	TSHR antagonist
O=C(COC(=O)C1CC2C=CC1C2)NCc1ccc(F)cc1 (stereo unspecified)	-18%	3%	2%	-4%	-2%	-1%	2%	24	0%	-3%	7
O=C1C(Cl)=C(N2CCCCCC2)C(=O)N1c1ccc(Cl)cc1	4%	-7%	-3%[11.5 µM]	u	u	16%	-2%	-13	-5%	10%	-7
O=[N+]([O-])c1ccc(-c2ccc(S(=O)(=O)NCCN3CCCC3)cc2)cc1	3%	-9%	0%	7%	2%	u	2%	6	2%	12%	5
Cc1nnc(NC(=O)CSc2nccn2Cc2ccccc2)s1	x	-4%	-7%	2%	-2%	-3%	0%	-16	-20%	4%	4
COCCNC(=O)CSc1ccccc1C(=O)NC1CCSc2ccccc21 (stereo unspecified)	x	-8%	x	-9%	0%	-8%	0%	1	10%	-2%	4
O=C(CCN1C(=O)c2ccccc2C1=O)Nc1ccc(-c2nc3ccccc3o2)cc1	u	3%	-16%	-2%	-2%	-3%	2%	30	1%	0%	2
O=C1CC(NN2CCCCC2)C(=O)N1c1ccccc1 (stereo unspecified)	23%	4%	-6%	4%	2%	u	3%	9	0%	6%	-8
COc1ccc(C(=O)NC(C)Cn2nc(C)cc2C)cc1OC1CCN(C(C)=O)CC1 (stereo unspecified)	x	-1%	0%	0%	2%	-10%	4%	-7	0%	-2%	14
CC(C)C(=O)Nc1cccc(NC(=O)c2cccnc2)c1	8%	4%	2%	u	-2%	-1%	0%	-10	-1%	2%	7
Cc1ccc(S(=O)(=O)N2CCN(S(=O)(=O)N3CCC(C)CC3)CC2)cc1C	u	2%	0%	-3%	1%	3%	3%	0	0%	-1%	-5
Cc1ccc(C(C#N)N2CCOCC2)cc1 (stereo unspecified)	7%	-4%	-1%	-4%	4%	5%	5%	-5	7%	-1%	-5
COc1ccc(CN2CC(C(=O)N3CC(C)CC(C)C3)CC2=O)cc1 (stereo unspecified)	0%	-10%	x	-1%	0%	-2%	3%	3	-4%	-3%	4
COc1ccc(C(=O)N2CCCC(c3nc(-c4cc(OC)c(OC)c(OC)c4)no3)C2)cc1 (stereo unspecified)	-18%	-2%	0%	0%	0%	u	0%	33	-4%	1%	-2
CCOC(=O)c1ccc(NC(=O)NC2CC3CCC(C2)N3C(=S)NC)cc1 (stereo unspecified)	12%	2%	-2%	17%	5%	0%	2%	3	11%	-1%	3
O=C(COc1ccc(F)cc1)N1c2ccccc2CCc2ccccc21	u	25%	0%	16%	0%	1%	-3%	3	-17%	1%	-11
C#Cc1cccc(NC(=O)Cc2cccs2)c1	18%	5%	1%	u	-1%	-1%	0%	9	-23%	-3%	-7
O=C(O)CCSc1ccc2ccccc2n1	0%&14%	5%&0%	-1%&3%	u	-1%&-2%	29%&16%	1%&1%	-2&-3	-9%&0%	0%&-1%	14&15
COc1cc(C(F)(F)F)nc2ccc(C#CCOC(=O)Nc3ccccc3)cc12	x	-3%	-2%	u	-10%	-4%	-1%	8	-6%	-3%	5
O=C(/C=C/c1ccc(S(=O)(=O)N2CCOCC2)cc1)Nc1ccc(F)c(F)c1F	x	x	x	u	-9%	x	0%	-7	5%	x	-21
CCCCCC(C)NC(=S)NC(=O)c1cc(S(=O)(=O)N2CCOCC2)ccc1C (stereo unspecified)	-20%	17%	-1%	u	-3%	u	-2%	2	-10%	1%	-5
CCc1ccc(S(=O)(=O)Nc2ccc(Cl)cn2)cc1	-21%	9%	5%	6%	-2%	1%	0%	-19	1%	-2%	-13
CCOC(=O)C1CCCN(C(=O)c2cc3nc(-c4cccc(OC)c4)cc(C(F)(F)F)n3n2)C1 (stereo unspecified)	-11%	7%	4%	-23%	11%	u	1%	-7	4%	-1%	-17
Cc1ncc(CO)c(/C=N/NC(=O)c2cccc(S(=O)(=O)N3CCCC3)c2)c1O	x	1%	x	0%	1%	x	2%	-11	10%	x	-1
CC1CCN(C2=C(NS(=O)(=O)c3ccc(Br)cc3)C(=O)c3ccccc3C2=O)CC1	-11%	13%	-1%[0.46 µM]	u	-13%	u	-8%	-12	-5%	1%	-5
COc1ccc(CCNC(=O)c2ccc3nc[nH]c3c2)cc1	x	-2%	-1%	-4%	12%	-6%	-1%	3	3%	2%	9
CCC(=O)NNc1nc2c(C)cc(C)cc2s1	-21%	-5%	-25%	-1%	1%	-3%	-1%	-1	-18%	-1%	-4
CCN(CC(=O)Nc1ccc(NC(C)=O)cc1)C(=O)CCN1C(=O)C2CC=CCC2C1=O (stereo unspecified)	x	-7%	x	-7%	3%	x	0%	-6	-3%	x	10
COc1cccc(C(=O)Nc2ccccc2C(=O)NC2CC2)c1	x	-1%	x	5%	4%	-5%	0%	9	-2%	-10%	12
CS(=O)(=O)N1CCC(Oc2ccccc2C(=O)NCCCc2cccnc2)CC1	1%	4%	-25%	-3%	2%	0%	0%	0	1%	12%	-7
CC1(C(=O)NC(=S)N(CCC#N)Cc2cccnc2)CC1(Cl)Cl (stereo unspecified)	14%	7%	-12%	6%	x	0%	3%	x	21%	1%	0
O=C(N/N=C/c1ccc(N2CCOCC2)s1)c1ccc(NS(=O)(=O)c2cccs2)cc1	x	0%	-1%	u	78%[activator]	u	7%	4	17%	x	23
Cc1cc(C)c2c(-n3cccc3)c(C(=O)NNS(=O)(=O)c3ccc(F)cc3)sc2n1	20%	3%	-1%	0%	-9%	-1%	3%	-1	7%	-1%	-6
CCOC(=O)C1CCCN(C(=O)C2CCN(S(=O)(=O)CC)CC2)C1 (stereo unspecified)	5%	-1%	0%	u	2%	0%	1%	3	-4%	-5%	5
CN(C)c1ccc(C2N(c3ccc(Cl)cc3)C(=O)C3CCCN32)cc1 (stereo unspecified)	8%[11.7 µM]	-2%	0%	-1%	-5%	16%	2%	-11	-6%	2%	9
O=C(c1ccc(-c2ccccc2)cc1)N1CCN(c2ccccc2F)CC1	-13%	-7%	3%	u	-4%	-6%	1%	0	-12%	4%	-12
COc1ccc2c3c(cccc13)C(=O)N(O)C2=O	0%	4%	9%	u	10%	x	1%	2	10%	1%	-2
O=C(N/N=C/c1ccccc1Cl)c1[nH]c2ccc(Br)cc2c1-c1ccccc1	u	1%	-5%	u	-27%	u	-1%	2	-3%	1%	5
Fc1cccc(Cl)c1Cn1ncc2ccccc21	15%	6%	x	-8%	2%	0%	-2%	0	-27%	x	-5
Cc1cn(C(=O)c2ccccc2)c(=S)n1-c1ccc(Br)cc1	-12%	16µM*	11%	u	-17%	u	2%	-8	-4%	-3%	-11
Cc1ccc(NS(=O)(=O)c2c(C)[nH]c(C)c2C(=O)N2CCCCC2)cc1Cl	14%	11%	-4%	3%	0%	-2%	4%	2	7%	-3%	9
COc1ccc(N2CCN(C(=O)c3ccccc3NC(=O)C3=C(C)OCCS3)CC2)cc1	2%	-7%	x	-11%	-1%	1%	3%	7	-9%	0%	-15
CNCc1c(C)nn(-c2ccccc2)c1C	u	0%	36%	0%	-2%	2%	0%	4	3%	2%	9
COc1ccc(CNC(=S)N/N=C/c2ccc(OC)c(OC)c2)cc1	u	-3%	-5%	u	12%	8%	0%	2	-15%	3%	7
COc1ccccc1C(CNC(=O)c1ccco1)N1CCCC1 (stereo unspecified)	x	1%	x	7%	0%	x	1%	22	-31%	x	8
COc1cc(OC)cc(-n2nnnc2SCC(=O)NCc2ccc3c(c2)OCO3)c1	1%	2%	14%	-5%	-2%	-7%	-2%	-14	-15%	4%	1
COc1ccc(Nc2nc(-c3ccccc3)nc3ccccc23)cc1	u	-20%	x	10%	-18%	-3%	0%	0	-1%	-1%	u
COc1ccc2[nH]c(C)c(C(=O)CN(C)C)c2c1	5%	-1%	-7%	1%	2%	-12%	0%	3	2%	-1%	9

This is a subset; rates above refer to the full screens.
